Source: PubChem BioAssay
Nrf2 block = Nrf2 qHTS screen for inhibitors; A549 ARE-Fluc reporter, luciferase luminescence, 18-24 h; Potency, µM (highest dose often 46 µM), without a hit: at the top dose activity change, negative = inhibition, usual class: inhibitors; actives 2.1% (n = 360,000); note: potency is the fitted concentration of half-maximal effect; % is set by controls: 0 for no effect and ±100 for the full control effect; nearly all actives have a fitted effect of over 60% in size
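In this cell-based qHTS, ARE-driven firefly luciferase in A549 cells reports Nrf2 activity; the luminescent signal after BugLite lysis is the measured value, with a prior CellTiter-Fluor read for cell health.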
MmCpn inh = Inhibitors of TCP-1 ring complex (TRiC) of Methanococcus maripaludis (MmCpn): qHTS. Chaperonin Mm-Cpn (Methanococcus maripaludis). purified Mm-Cpn ATPase, ADP Transcreener TR-FRET. Potency, µM (titrated, usually from 76.9 µM), inactives show top-dose activity, negative = inhibition, hits mostly inhibitors. actives 0.031% (n = 330,000). AID 504842, 2011; note: potency is the fitted concentration of half-maximal effect; % is set by controls: 0 for no effect and ±100 for the full control effect; nearly all actives have a fitted effect of over 80% in size
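Eu-cryptate anti-ADP/ADP-d2 competition gives a ratio inversely related to ADP. Enzyme at 25 nM was pre-exposed to compound for 10 min, then given 10 uM ATP for 30 min, 37°C throughout.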
TGFb SMAD3 inh = qHTS for Inhibitors of TGF-b; HepG2 CAGA-GFP TGF-b/SMAD3 reporter, GFP fluorescence, 18 h; TGF-beta stimulated, 500 pg/mL final; Potency, µM (doses to about 46.1 µM), for the others: top-dose activity, negative = inhibition, usual class: inhibitors; actives 1.2% (n = 410,000); note: potency is the fitted concentration of half-maximal effect; % is set by controls: 0 for no effect and ±100 for the full control effect; nearly all actives have a fitted effect of over 65% in size
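Per well, imaged GFP fluorescence of HEPG2 CAGA-GFP cells gives the signal; cells get compound, then TGF-beta (500 pg/mL final), 18 h at 37 degrees C; %Activity versus -TGF-beta and +DMSO controls.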
ATXN viability = Viability Counterscreen for Primary qHTS for Inhibitors of ATXN expression. S2 cells (HEK-293 line with an ATXN2-luciferase reporter) viability, CellTiter-Fluor protease fluorescence, 24 h. Potency, µM (series often up to 56.7 µM), hits mostly cytotoxic. actives 0.49% (n = 400,000); note: potency is the fitted concentration of half-maximal effect; nearly all actives have a fitted effect of over 40% in size
A549 viability = Nrf2 qHTS screen for inhibitors: counterscreen for cytotoxicity | actives 0.16% (n = 390,000) | Potency, µM (highest dose often 46 µM), without a hit: at the top dose activity change, negative = cytotoxicity, hits mostly inhibitors | A549 ARE-Fluc cells, CellTiter-Fluor viability, 18-24 h; note: potency is the fitted concentration of half-maximal effect; % is set by controls: 0 for no effect and ±100 for the full control effect
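A549 ARE_Fluc cells in 5% FBS OPTI-MEM were exposed to compounds in concentration-response for 18-24 h at 37 deg C. Viability was read by CellTiter-Fluor fluorescence (Ex 405/Em 525) after 30 min, before the luciferase read.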
Nrf2 activator = qHTS of Nrf2 Activators; Potency, µM (top dose mostly 46.1 µM), without a hit: at the top dose activation, most hits filed as activators; AREc32 ARE-luciferase reporter (MCF7-derived line), luminescence, 24 h; actives 0.31% (n = 410,000); AID 624171, 2012; note: potency is the fitted concentration of half-maximal effect; % of control where 0% means no effect; nearly all actives have a fitted effect of over 65% in size
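AREc32 cells carrying an ARE-driven firefly luciferase, 1000 cells/well in OPTI-MEM with 5% FBS, dosed after overnight attachment and incubated 24 hr at 37 deg C. Steady-Glo luminescence read after 30 min at RT.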
Akt phos inh = HTS Assay for Inhibitors of Akt Phophorylation: Primary Screen | actives 0.32% (n = 360,000) | activity change, % for hits at 50 µM | Neuro2A IGF-stimulated pAkt S473 HTRF, 20 min; stronger effect = lower value; in the data active = activity change below about -80%; inconclusive = mostly about -51% to -80%; note: % is set by controls: 0 for no effect and ±100 for the full control effect
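Single-point screen (50 µM final compound) in Neuro2A cells stimulated 20 min with 6 nM IGF at 37 deg C. After lysis, Ser473-phosphorylated Akt read by HTRF (ex 330 nm, em 615/665 nm) as the 665/615 ratio.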
HepG2 tox = qHTS for Inhibitors of TGF-b: Cytotox Counterscreen; HepG2 CAGA-GFP viability, ATP luminescence, 18 h; Potency, µM (doses to about 46.1 µM), for the others: at the highest dose activity change, negative = cytotoxicity, actives largely listed as cytotoxic; actives 0.76% (n = 410,000); AID 588856, 2011; note: potency is the fitted concentration of half-maximal effect; some results filed as inactive show a strong effect at the top dose
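CellTiter-Glo luminescence gave cytotoxicity after 18 hours at 37 degrees C. The cells were HepG2 CAGA-GFP in 1% FBS DMEM, stimulated with 500 pg/mL TGF-beta after compound addition. %Activity was normalised to no-cell wells (complete cell-killing) and DMSO (no toxicity), and curves were fitted and classified.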
CCT modulator = High-Throughput Screening for Modulators of Cytosolic Chaperonin Activity; purified chaperonin ATPase assay, HTRF ADP detection, 30 min; activity change, % (no concentration beside the values), hits read low; actives 0.3% (n = 360,000); in the data active = activity change below about -30%; note: % is set by controls: 0 for no effect and ±100 for the full control effect
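First, chaperonin was dispensed at 40 nM or 20 nM final depending on batch activity. Next, compounds were pinned at 76 uM and ATP added at 10 uM. After 30 min at 37 °C, ADP detection reagents ran 30 min at ambient temperature.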
An asterisk follows results filed as active; i = inactive; ? = inconclusive; nt = not tested or not shown; & = joins results of further samples; [ ] = dose if it differs, or a comment. Unless noted, calls come from the whole dose curve; as a rule, active = well fitted curve in the direction sought with a large enough effect; inconclusive = small, poorly fitted or top-dose-only effect, or another doubt; inactive = no such curve, though single readings can be large; an effect the other way counts as inactive or inconclusive.

Order of results – Nrf2 block	MmCpn inh	TGFb SMAD3 inh	ATXN viability	A549 viability	Nrf2 activator	Akt phos inh	HepG2 tox	CCT modulator
(1) COc1ccc(OC)c(-n2c(-c3cc(-c4ccccc4)n[nH]3)n[nH]c2=S)c1
  -15%	-1%	?	i	14%	3.4%	i	4%	0.9
(2) CCN(C(=O)Cn1c(SCc2ccccc2F)nc2cccnc21)c1ccccc1
  25%	nt	?	nt	0%	5.9%	nt	-30%	nt
(3) Cc1ccc(CNC(=O)Cn2c(=O)cc(-c3ccccc3)c3c(C)nn(C)c32)cc1
  9%	nt	?	i	-1%	-0.1%	nt	1%	nt
(4) Cn1c(=O)c2cc(C(=O)NCCCN3CCN(c4ccc(F)cc4)CC3)sc2c2ccccc21
  3%	nt	1%	i	8%	2.9%	nt	-18%	nt
(5) CSCC(NS(=O)(=O)c1ccc(C)cc1)C(=O)O (stereo not drawn)
  9%	-2%	-13%	i	0%	-1.0%	i	0%	-0.5
(6) Brc1ccc(-c2nc3ncccn3c2NC2CCCCC2)o1
  -2%	-3%	-19%	i	-2%	2.9%	i	9%	-14
(7) Cc1ccc(C(=O)NNc2ncnc3c2cnn3C)cc1
  10%	-2%	15%	i	-7%	-0.7%	i	-4%	-1.9
(8) CCN(CC)Cc1cc(NC2=NS(=O)(=O)c3ccccc32)ccc1OC(=O)C(C)C
  -10%	3%	-4%	i	0%	-0.3%	i	-7%	0.6
(9) COc1ccccc1C1OCC(C)(C)CO1
  15%	nt	26%	i	5%	-1.0%	i	23%	-1.5
(10) CCC(SC1=NCCS1)C(=O)Nc1ccc(S(N)(=O)=O)cc1 (stereo not drawn)
  -19%	-1%	-1%	i	-4%	3.0%	i	3%	-0.9
(11) CCNc1nc(Cl)nc(NCCOc2ccc(C)cc2)n1
  3%	2%	3%	i	-4%	0.0%	i	11%	0.9
(12) CC(=O)Nc1c(C(=O)C2CC2)oc2ccccc12
  nt	-5%	11%	i	2%	-0.5%	nt	-4%	-1.5
(13) COc1ccc2c(c1OC)C(=O)N(c1nccs1)C2
  ?	-1%	?	?	1%	7.4%	i	6%	-3.3
(14) CCCCCNC(=O)C1CCC(Cn2c(=O)c3sccc3n(CC(=O)N3CCCC3)c2=O)CC1 (stereo not drawn)
  ?	nt	-8%	i	2%	-1.0%	nt	-8%	nt
(15) O=[N+]([O-])c1cc(/C=N/OCc2c(Cl)cccc2Cl)ccc1N1CCOCC1
  ?	-2%	37%[activator]	i	?	0.1%	i	-16%	-2.6
(16) COC(=O)c1c(NC(=O)CSc2nnc(-c3ccco3)n2Cc2ccccc2)sc(C)c1C
  nt	-3%	?	i	-19%	6.2%	i	-13%	2.3
(17) CCN(CC)C(=O)c1ccc(COc2ccc(Cl)c(C)c2)o1
  -8%	0%	4%	i	-3%	2.4%	i	-17%	1.8
(18) CCc1ccc(N2CC(C(=O)Nc3ccccc3F)CC2=O)cc1 (stereo not drawn)
  8%	-1%	-3%	i	-13%[1.84 µM]	-0.5%	i	3%	0.1
(19) Cc1nc([N+](=O)[O-])cn1CC(=O)c1ccc(OC(F)(F)F)cc1
  1%	0%	7%	i	-13%	-0.1%	i	8%	0.8
(20) CC(C)CC(=O)NC(c1cccs1)c1ccc2cccnc2c1O (stereo not drawn)
  21µM*	3%	?	i	?	3.6%	i	9%	-0.6

Structures shown so far that have a Cl atom (3):
Order of results – Nrf2 block	MmCpn inh	TGFb SMAD3 inh	ATXN viability	A549 viability	Nrf2 activator	Akt phos inh	HepG2 tox	CCT modulator
(11) CCNc1nc(Cl)nc(NCCOc2ccc(C)cc2)n1
  3%	2%	3%	i	-4%	0.0%	i	11%	0.9
(15) O=[N+]([O-])c1cc(/C=N/OCc2c(Cl)cccc2Cl)ccc1N1CCOCC1
  ?	-2%	37%[activator]	i	?	0.1%	i	-16%	-2.6
(17) CCN(CC)C(=O)c1ccc(COc2ccc(Cl)c(C)c2)o1
  -8%	0%	4%	i	-3%	2.4%	i	-17%	1.8

Back to the main list, starting 2 compounds before the break.
Order of results – Nrf2 block	MmCpn inh	TGFb SMAD3 inh	ATXN viability	A549 viability	Nrf2 activator	Akt phos inh	HepG2 tox	CCT modulator
(19) Cc1nc([N+](=O)[O-])cn1CC(=O)c1ccc(OC(F)(F)F)cc1
  1%	0%	7%	i	-13%	-0.1%	i	8%	0.8
(20) CC(C)CC(=O)NC(c1cccs1)c1ccc2cccnc2c1O (stereo not drawn)
  21µM*	3%	?	i	?	3.6%	i	9%	-0.6
(21) O=C(NC(=S)Nc1ccc(N2CCCC2)cc1)c1ccccc1[N+](=O)[O-]
  8%	?	?	i	?	4.5%	i	-14%	1.2
(22) CNC(=O)C1CC(=O)N(Cc2ccc3c(c2)OCO3)C(=Nc2ccc(F)cc2)S1 (stereo not drawn)
  -15%	0%	0%	i	18%	-0.5%	i	-1%	-0.7
(23) N#Cc1ccccc1OCC(=O)N1CCN(S(=O)(=O)c2ccc(Cl)cc2)CC1
  ?	1%	-5%	i	13%	0.1%	i	-2%	1.9
(24) CCCNC(=O)C1CCC(CNS(=O)(=O)c2ccc3c(c2)CC(C)N3C(C)=O)CC1 (stereo not drawn)
  4%&32%	0%	4%&-9%	i	5%&14%	3.3%&5.5%	i	-12%&-31%	-0.4
(25) Cc1cc(C)nc(Nc2ccc(C)c([N+](=O)[O-])c2)n1
  ?	5%	19%	i	0%	5.4%	i	-9%	3.3
(26) Cc1ccc(CNC(=O)COC(=O)Cc2ccc(-c3ccccc3)cc2)cc1
  -5%	-2%	-29%	i	-3%	0.0%	i	3%	-0.2
(27) CC(OC(=O)c1ccco1)C(=O)NCc1ccc2c(c1)OCO2 (stereo not drawn)
  9%	-2%	-18%	i	5%	0.3%	i	2%	-1.5
(28) CC(C)(C)c1ccc(NC(=O)COC(=O)c2ccc(CN3CCCC3=O)cc2)cc1
  13%	0%	-6%	i	4%	-0.6%	i	-30%	3.3
(29) O=S(=O)(c1ccccc1)C1(C2CC(c3ccccc3)=NO2)CC(O)C1 (stereo not drawn)
  6%	0%	26%	i	1%	0.1%	i	18%	-2.8
(30) CC1CCC(C(C)C)C(OCC(O)CNC(C)(C)C)C1 (stereo not drawn)
  16%	-3%	0%	i	4%	-0.8%	i	-15%	0.7
(31) CCCCN(CCCC)CCNC(=O)CN1C(=O)COc2ccc(S(=O)(=O)N3CCOCC3)cc21
  26%	-1%	-4%	i	0%	0.2%	i	3%	-0.9
(32) CCCCn1c(N)c(N(CCOC)C(=O)COC(=O)CCOc2ccccc2C)c(=O)[nH]c1=O
  5%	1%	-3%	i	-2%	-0.1%	i	0%	1.9
(33) C[C@@H]1CN([C@@H](C)CO)C(=O)CCCn2nncc2CO[C@@H]1CN(C)C(=O)Nc1ccc(N2CCN(C)CC2)cc1
  nt	nt	21%	i	nt	-1.5%	i	3%	0.9
(34) CCn1nc(CC(=O)Nc2nnc(CC(=O)N3CCCCC3)s2)c2ccccc2c1=O
  -5%	-4%	0%	i	3%	0.5%	i	28%	-0.9
(35) O=C(Nc1cccc2ccccc12)N1CCN(Cc2ccccc2)CC1
  -4%	-5%	2%	i	-2%	2.2%	i	-1%	-2.8
(36) Cc1onc(-c2c(F)cccc2Cl)c1C(=O)Nc1cccc(S(=O)(=O)N2CCOCC2)c1
  0%	1%	-7%	i	2%	-0.5%	i	-6%	0.2
(37) COc1cc(OC)cc(-c2nc(-c3cccs3)no2)c1
  ?	?	28%	i	2%	?	i	7%	-2.0
(38) O=C(c1cc2cc(F)ccc2[nH]1)N1CCN(Cc2ccc3c(c2)OCO3)CC1
  ?	-5%	-25%	i	0%	5.6%	i	-14%	0.9
(39) Cc1nc(C)c(C(=O)NNS(=O)(=O)c2ccccc2)s1
  -48%	2%	-2%	i	-5%	0.2%	i	11%	0.6
(40) COCC1CCN(C(=O)c2ccc(OC)c(OC3CCN(C(C)C)CC3)c2)CC1
  ?	0%	11%	i	1%	-0.5%	i	1%	2.1
(41) N/C(=N\OC(=O)c1cnn(-c2ccccc2)c1C(F)(F)F)c1cc(C(F)(F)F)cc(C(F)(F)F)c1
  -8%	1%	29%	nt	-4%	-1.0%	i	-41%	1.4
(42) CC(C)NS(=O)(=O)c1ccc(CCC(=O)N2CCc3ccccc3C2)cc1
  ?	2%	-1%	i	-6%	-0.6%	i	4%	1.3
(43) C=CCc1ccccc1OCCn1nnc2ccccc21
  ?	1%	-24%	i	0%	5.0%	i	-6%	-0.2
(44) COc1ccc(CCNC(=O)C2CCCN(S(=O)(=O)c3ccc4c(c3)oc(=O)n4C)C2)cc1OC (stereo not drawn)
  -31%	nt	-17%	i	4%	0.6%	nt	-3%	nt
(45) C=CCSc1ncccc1C(=O)NCc1ccccc1
  ?	1%	15%	i	7%	-0.6%	i	-36%	-1.0
(46) COc1ccccc1NC(=O)c1oc2ccccc2c1NC(=O)c1cccc(OC)c1OC
  -3%	nt	21%	i	-1%	6.4%	nt	-2%	nt
(47) O=c1cc(N/N=C/c2ccccc2)[nH]c(=O)[nH]1
  -13%	nt	9%	?	-2%	0.3%	i	4%	1.2
(48) CC(C)(O)c1cc(=O)sc2nc3ccccc3n12
  ?	0%	-12%	i	nt	-0.6%	i	-8%	-3.6
